Mdm2-MdmX inh = human Mdm2/MdmX binding inhibition; O15151+Q00987; SaOS-2 split-luciferase Mdm2/MdmX complementation, luminescence; inhibition, % at 8 µM; 330,000 tested, 3% active; AID 485346;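 active means inhibition of at least 50% at 8 µM in the primary screen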
Target sequence (O15151 whole entry, looked up): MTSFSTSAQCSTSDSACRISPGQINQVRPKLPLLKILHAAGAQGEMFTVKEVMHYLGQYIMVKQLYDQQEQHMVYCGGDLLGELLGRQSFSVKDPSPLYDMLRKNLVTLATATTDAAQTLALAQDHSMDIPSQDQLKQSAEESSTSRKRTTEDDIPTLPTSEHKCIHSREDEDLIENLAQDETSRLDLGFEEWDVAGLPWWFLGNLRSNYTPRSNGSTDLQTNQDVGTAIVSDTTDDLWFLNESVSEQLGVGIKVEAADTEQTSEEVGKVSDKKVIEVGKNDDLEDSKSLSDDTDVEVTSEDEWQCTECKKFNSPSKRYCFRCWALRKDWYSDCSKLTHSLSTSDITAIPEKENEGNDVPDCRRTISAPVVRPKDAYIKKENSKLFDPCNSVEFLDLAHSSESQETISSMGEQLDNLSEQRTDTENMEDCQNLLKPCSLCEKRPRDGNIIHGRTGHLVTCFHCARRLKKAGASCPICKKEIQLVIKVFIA
Target sequence (Q00987 whole entry, looked up): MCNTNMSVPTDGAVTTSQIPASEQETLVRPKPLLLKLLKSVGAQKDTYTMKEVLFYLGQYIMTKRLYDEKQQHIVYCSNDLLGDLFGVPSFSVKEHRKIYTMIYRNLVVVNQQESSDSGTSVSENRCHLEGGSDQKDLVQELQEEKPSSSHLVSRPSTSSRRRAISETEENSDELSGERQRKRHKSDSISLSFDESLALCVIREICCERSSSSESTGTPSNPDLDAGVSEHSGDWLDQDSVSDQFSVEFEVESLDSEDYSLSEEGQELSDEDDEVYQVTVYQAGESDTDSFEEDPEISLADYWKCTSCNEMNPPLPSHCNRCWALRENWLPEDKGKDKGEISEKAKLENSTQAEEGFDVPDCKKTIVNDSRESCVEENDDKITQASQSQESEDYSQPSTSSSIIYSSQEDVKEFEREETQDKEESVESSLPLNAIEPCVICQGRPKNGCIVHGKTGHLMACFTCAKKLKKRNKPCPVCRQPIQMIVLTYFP
tim23-1 inh = tim23-1 yeast growth inhibition | S. cerevisiae tim23-1 growth, BacTiter-Glo luminescence, 24 h | inhibition, % at 20 µM | 330,000 tested, 1.3% active | AID 463212;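 active means growth inhibition of the mutant yeast at or above 50%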;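 further: temperature-sensitive mutant grown at 25 °C; plate controls were DMSO-treated mutant yeast for no effect and medium wells lacking yeast for full effect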
TIM10 inh = TIM10 yeast growth inhibition. inhibition, % at 10 µM. S. cerevisiae TIM10 strain growth, BacTiter-Glo luminescence, 24 h. 330,000 tested, 1.4% active;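 active means inhibition of 40% or more at the single tested concentration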;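 further: wild-type TIM10 isogenic control strain grown at permissive 25 °C; 0% = DMSO yeast wells and 100% = minimal medium wells without yeast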
XBP1 UPR activ = activators of adaptive arm of unfolded protein response (XBP1). CHO-XBP1 luciferase reporter, IRE1-XBP1 UPR activation, luminescence; percent of tunicamycin response, DMSO as zero. activation, % at 20 µM. 330,000 tested, 0.33% active;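 active means versus positive control, 20 µM dose yields 30% or more activation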;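 further: 100% = tunicamycin at 10 µg/mL and 0% = DMSO only wells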
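assay system = CHO-XBP1 luciferase reporter cells | amount = 1000 cells/well | buffer or medium = F12 plus 10% FBS | compound dosing = single point, 20 µM final compound, 1% DMSO | incubation = 16-18 h cell attachment at 37 °C, then 6 h compound exposure | detection = Steady-Glo luminescence read | controls = tunicamycin 10 µg/mL and vehicle-only wells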
Jurkat NFkB inh = inhibitors of the PMA/ionomycin-induced NF-kB reporter in Jurkat cells. PMA/ionomycin-induced NF-kB luciferase reporter, luminescence. inhibition, % at 4 µM. 330,000 tested, 0.53% active. AID 435003; in the data active means inhibition above about 50%
tim10-1 inh = growth inhibitors of tim10-1 mutant yeast | S. cerevisiae tim10-1 ts strain growth, BacTiter-Glo, 24 h | inhibition, % at 20 µM | 330,000 tested, 2.2% active;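 active means inhibition of at least 40%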;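 further: mutant grown at 25 °C; 0% = DMSO wells with yeast and 100% = wells holding no yeast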
697 NFkB inh = inhibitors of the PMA/ionomycin-induced NF-kB reporter in 697 B cells; 330,000 tested, 0.33% active; inhibition, % at 4 µM; 697 B-cell NF-kB luciferase reporter, 16 h; in the data active means inhibition above about 35%
CHOP UPR activ = activators of apoptotic arm of unfolded protein response (CHOP) | AID 449763 | CHO-CHOP luciferase reporter, UPR activation, luminescence; percent of tunicamycin response over DMSO baseline | 330,000 tested, 0.34% active | activation, % at 10 µM;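 active means at 10 µM dose, activation of 40% or more, normalized to positive control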;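 further: 100% = tunicamycin at 10 µg/mL and 0% = DMSO alone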
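Material: CHO-CHOP cells, stable luciferase reporter of PERK-eIF2a-CHOP signalling; quantity: 500 reporter cells seeded per well; buffer or medium: F12 medium containing 10% fetal bovine serum; compound: one dose, 10 µM in 0.5% DMSO; incubation: 6 h compound treatment, 37 °C; measured by: Steady-Glo luciferase luminescence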
* marks the source's active call; other numbers are inactive results.

SMILES	Mdm2-MdmX inh	tim23-1 inh	TIM10 inh	XBP1 UPR activ	Jurkat NFkB inh	tim10-1 inh	697 NFkB inh	CHOP UPR activ
COc1ccc(C(=O)NC2(C(F)(F)F)N=C3SCCN3C2=O)cc1 (centres undefined)	-12.3	0.5	-15.9	1.1	-11.4	8.9	18.3	-0.5
COc1ccc(CN2CCN(C(=O)CC(C)C)CC2)cc1Br	2.7	13.4	-2.9	-3.4	-7.3	3.9	-1.5	1.6
CN(C)CCCN(C(=O)c1ccc(S(=O)(=O)N(C)Cc2ccccc2)cc1)c1nc2cc3c(cc2s1)OCO3	57.0*	18.4	19.2	0.9	-3.0	37.0	-5.2	0.0
O=C(CCn1nnc(-c2cccs2)n1)NCc1ccccc1Cl	9.0	14.3	5.9	0.0	-0.1	15.2	-0.7	-1.4
O=[N+]([O-])c1ccc(C(O)CSC(=S)N2CCCCC2)cc1 (centres undefined)	-36.3	32.2	-9.4	1.4	-64.7	14.0	-33.9	7.3
CN(CC(=O)NCCc1ccc(Cl)cc1)S(=O)(=O)c1cccs1	1.6	5.2	-2.4	7.4	-2.1	2.3	10.0	2.9
CC(=O)Oc1ccc(N(C(C)=O)S(=O)(=O)c2ccc3ccccc3c2)cc1Br	14.1	59.3*	48.2*	-1.2	3.1	30.7	3.0	-1.9
COc1ccc(S(=O)(=O)Nc2cc(Sc3ncn[nH]3)c(O)cc2C)cc1	-0.2	11.7	-7.0	0.6	-10.3	-4.3	-9.4	2.1
Cc1ccc(CCN2CC(C(=O)NCCC(C)C)CC2=O)cc1 (centres undefined)	13.3	11.1	-4.7	-4.4	10.2	18.3	5.0	-1.1
CCOC(=O)c1c(/N=C/C2=C(O)CCCC2=O)sc2c1CCCC2	14.3	37.5	11.6	-4.1	-7.4	33.0	-3.6	0.7
O=C(NCc1ccc(Cl)cc1)c1ccc(COCC(F)(F)F)o1	-0.2	-54.2	-18.6	-0.7	6.5	-10.1	7.7	0.8
O=C(Nc1ccc(N2CCCCCC2)cc1)c1ccc[nH]1	-181.7	43.4	0.6	-0.2	-199.4	24.8	-109.9	3.4
CCCCn1nc2cc(C(=O)N[C@H](C)C3CCCCC3)ccc2c1OCC	10.1	16.7	9.6	-0.5	6.3	8.8	-12.7	-0.9
COc1ccc(C(=O)N2CCN(C(=O)c3ccco3)CC2)cc1OC	14.0	17.1	-11.2	0.5	1.1	-19.7	9.4	-0.2
Cc1ccnc(NC(=O)CCC(=O)N(CC(=O)NC2CCCCC2)Cc2cccs2)c1	28.9	-1.6	4.9	-2.5	-16.1	11.5	-8.8	0.1
Cc1ccc(S(=O)(=O)Nc2cccc3ncccc23)s1	100.6*	15.2	15.6	-6.1	82.5*	35.5	-155.9	219.5*
CC(=O)c1ccc(NC(=O)CCCN2C(=O)C(c3ccccc3)Oc3cccnc32)cc1 (centres undefined)	11.2	33.1	-11.4	-3.4	0.7	24.9	-56.3	2.9
CCC1CCCCN1C(=O)CCNS(=O)(=O)c1ccc2c(c1)oc(=O)n2C (centres undefined)	14.0	5.1	-2.8	-5.3	3.9	-8.2	-17.8	2.3
COc1ccc(OC)c(N=C(C)C2=C(O)COC2=O)c1	19.6	-5.2	4.1	-3.0	-0.3	-14.0	8.1	0.9
COc1cccc(CC(=O)NC2CCCN(Cc3ccc(Cl)cc3)C2)c1 (centres undefined)	-14.1	-8.5	-7.3	-3.1	-9.4	0.6	-21.3	0.4
Cc1ccc(C(=O)Nc2ccc(S(=O)(=O)N3CCOCC3)cc2)cc1Br	19.8	21.1	26.6	-2.5	2.0	7.7	-6.9	-3.2
CCCC(=O)C1=C(c2ccccc2)C(C#N)(C#N)C(C#N)=C1N	9.0	20.6	29.4	-1.0	-6.0	37.7	5.2	6.2
O=S(=O)(c1ccccc1)N1CCCN(S(=O)(=O)c2ccccc2)CC1	-44.4	23.2	8.9	-3.1	-21.1	34.0	-32.3	0.4
CCCn1c(=N)n(CC(=O)c2ccc(Cl)c(Cl)c2)c2ccccc21	46.8	9.8	5.4	5.2	-14.3	31.9	11.0	8.7
COc1ccc(Cl)cc1NC(=O)CN(C1CCCCC1)S(C)(=O)=O	16.2	24.5	10.0	-2.2	-2.4	23.5	10.9	0.1
CCCOc1ccc(NC2=CC(=O)CC(C)(C)C2)cc1	17.0	14.0	10.5	0.6	-24.3	22.2	2.8	3.6
CCn1cc(CNC(=O)c2c(-c3c(Cl)cccc3Cl)noc2C)c(C)n1	-0.3	3.8	10.5	-0.5	-1.5	6.8	-3.7	1.9
CN(Cc1ccccc1)C(=O)COC(=O)c1cc(=O)c2ccccc2o1	11.3	3.6	-10.8	-2.1	3.9	-6.0	6.1	-2.0
Cc1cc(C)c(C)c(S(=O)(=O)N(C)C2CCN(C)CC2)c1C	11.4	-86.5	-40.2	-1.3	1.2	-29.4	-9.9	2.9
C/C(CC(=O)Nc1ccc(Cl)c(C(F)(F)F)c1)=N\NC(=O)c1ccccc1O	43.8	56.9*	31.6	1.4	7.8	46.8*	-36.8	1.4
Cc1cccc([C@@H]2[C@@H]3C(=O)N(Cc4ccccc4)C(=O)[C@@H]3[C@]3(Cc4ccccc4)C(=O)N(c4cccc(F)c4)C(=O)N23)c1	0.1	7.3	6.5	1.8	-9.5	-2.0	-7.0	1.2
COc1ccccc1C(=O)COC(=O)c1cccc(-n2cnnn2)c1	-5.2	-9.2	4.1	2.2	-4.7	19.8	-6.2	1.4
Cc1ccnc(NS(=O)(=O)c2ccc(NS(=O)(=O)Cc3ccccc3)cc2)n1	-1.7	0.2	3.2	-3.9	9.5	7.4	16.6	-3.4
O=C(N=C1SC2CS(=O)(=O)CC2N1c1ccc(F)cc1)C1CCCCC1 (centres undefined)	9.3	15.3	3.4	-1.7	-3.8	17.6	-9.4	0.4
Cc1noc(C)c1C(=O)N1CCC(C(=O)c2ccccc2)CC1	12.3	16.6	9.8	-2.5	2.3	-6.9	-4.0	-3.5
CC(=O)N=c1sc2cc(C)ccc2n1C	11.1	1.4	-16.9	-6.1	-1.4	7.9	5.4	-4.8
Cc1[nH]c2ccccc2c1C1=NNC(=Nc2ccc(F)cc2)SC1	23.7	5.3	15.1	-3.1	-20.1	33.6	2.2	-2.9
CC(C)C1=CC2=CCC3C(C)(C(=O)O)CCCC3(C)C2CC1 (centres undefined) (tested in a mixture with another compound)	43.6	32.6	10.1	-6.3	-17.6	21.1	-22.2	-1.9
O=C(CN1CCCC1)Nc1c2c(nc3ccccc13)N(Cc1ccccc1)CC2	17.4	-15.6	-2.5	-4.6	-11.8	-25.1	-12.9	-0.6
O=S(=O)(c1ccc(NC(=S)NCc2ccco2)cc1)N1CCCC1	18.3	10.0	12.9	-1.9	-18.1	20.6	-7.4	2.9
Cn1nc(C(=O)Nc2ccc(S(=O)(=O)N3CCOCC3)cc2)c2ccccc2c1=O	35.1	-14.9	-21.4	-3.1	1.6	-25.9	-5.1	0.0
CC1(C)CC2CC(C)(CN2S(=O)(=O)c2cccc(C(N)=O)c2)C1 (centres undefined)	-7.9	29.0	1.7	-0.6	-5.2	16.7	-7.4	0.8
Cc1cccc(CCNC(=O)C2CCN(S(=O)(=O)c3c(C)nn(C)c3C)CC2)c1	-2.1	40.4	4.6	2.3	6.4	5.3	18.1	-1.4
CC(=O)Cn1cnc2c(sc3nc(C)cc(C)c32)c1=O	-1.8	4.5	-18.3	6.3	-24.8	-6.2	-9.1	3.6
CCOC(=O)Cn1nc(C)c(NC(=O)CCc2ccc(OC)cc2)c1C	6.8	-5.1	-10.0	-1.8	-17.3	0.4	5.0	-0.1
O=C(Nc1ccccc1)C1=C(O)CC(c2ccco2)CC1=Nc1ccccc1 (centres undefined)	16.4	-7.6	-8.0	-0.8	-3.3	-6.9	-2.1	0.4
Cc1cc(/C=C/C(=O)O)c(C)n1-c1ccc(Cl)cc1	-27.5	27.8	15.9	-1.5	2.6	15.9	13.8	-1.8
CCOC(=O)C1CCCN(C(=O)C2CCN(S(=O)(=O)c3cccs3)CC2)C1 (centres undefined)	-24.8	0.2	-16.2	-0.9	-2.7	26.4	1.0	-1.0
Cc1nc(OCc2c(C)noc2C)c2ccccc2n1	-9.9	-1.7	3.6	-2.0	3.5	-4.4	8.3	-0.6
COc1ccc(C(=O)NCCCNC(=O)c2ccc(C)nc2)cc1	13.4	20.1	0.3	8.9	-8.7	13.7	-1.4	-1.2

Some of the entries so far, with each value named.
> CC(=O)N=c1sc2cc(C)ccc2n1C
  Mdm2-MdmX inh: 11.1 | tim23-1 inh: 1.4 | TIM10 inh: -16.9 | XBP1 UPR activ: -6.1 | Jurkat NFkB inh: -1.4 | tim10-1 inh: 7.9 | 697 NFkB inh: 5.4 | CHOP UPR activ: -4.8

> COc1ccc(OC)c(N=C(C)C2=C(O)COC2=O)c1
  Mdm2-MdmX inh: 19.6 | tim23-1 inh: -5.2 | TIM10 inh: 4.1 | XBP1 UPR activ: -3.0 | Jurkat NFkB inh: -0.3 | tim10-1 inh: -14.0 | 697 NFkB inh: 8.1 | CHOP UPR activ: 0.9

> COc1ccc(CN2CCN(C(=O)CC(C)C)CC2)cc1Br
  Mdm2-MdmX inh: 2.7 | tim23-1 inh: 13.4 | TIM10 inh: -2.9 | XBP1 UPR activ: -3.4 | Jurkat NFkB inh: -7.3 | tim10-1 inh: 3.9 | 697 NFkB inh: -1.5 | CHOP UPR activ: 1.6

> Cc1nc(OCc2c(C)noc2C)c2ccccc2n1
  Mdm2-MdmX inh: -9.9 | tim23-1 inh: -1.7 | TIM10 inh: 3.6 | XBP1 UPR activ: -2.0 | Jurkat NFkB inh: 3.5 | tim10-1 inh: -4.4 | 697 NFkB inh: 8.3 | CHOP UPR activ: -0.6

Later entries.
SMILES	Mdm2-MdmX inh	tim23-1 inh	TIM10 inh	XBP1 UPR activ	Jurkat NFkB inh	tim10-1 inh	697 NFkB inh	CHOP UPR activ
CCCCCCCCCCS(=O)(=O)N/N=C/c1ccccc1OC	-16.8	20.4	0.8	-1.0	8.3	13.9	23.8	1.8
CCSc1nnc(NC(=O)CSC2=NCCS2)s1	-20.2	16.3	-8.8	-0.8	-5.8	9.3	10.7	1.2
CCC(=O)c1ccc(OCC(O)CN2CCN(c3cccc(C(F)(F)F)c3)CC2)cc1 (centres undefined)	-0.9	2.6	-11.2	-4.7	9.8	-19.3	-5.6	-0.2
CCOC(=O)c1c(-c2ccccc2)oc2ccc(O)cc12	7.1	59.4*	18.7	1.4	3.9	12.6	10.0	0.3
CCc1ccccc1NNC(=O)CCc1ccccc1	7.5	10.4	2.3	0.9	-14.9	3.2	3.9	-1.4
